# From PubChem BioAssay
# RSV antiviral HEp-2: inhibition of RSV-induced cytopathic effect – HEp-2 cells, primary 10 µM value included (AID 2391) | CPE inhibition, % at 10 µM; hits with a dose series show IC50 in µM | HEp-2 cells, RSV-induced CPE inhibition; higher % means a stronger effect | 310,000 compounds, 0.13% hits; in the data active = a potency from the dose series; inconclusive = CPE inhibition mostly from about 23% at the one dose, without a potency; inactive = the rest, 99 in 100 with CPE inhibition below about 21%; note: strong numbers were not always called active
# Myeloid diff MLP: compounds promoting myeloid differentiation. ER-HoxA9 myeloid progenitors, lysozyme-GFP differentiation, flow cytometry. calls only at 10 µM. 360,000 compounds, 1% hits;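 active = normalized GFP-positive differentiation at or above the plate's own cutoff, the solvent-only control mean plus 3 SD; inconclusive = no clear call, values can overlap the other calls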;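 note: cells exposed to compound for four days before flow analysis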
# West Nile antiviral: West Nile virus antiviral activity, cell-based, CPE readout (AID 1621); West Nile virus-infected cells, CPE inhibition; higher % means a stronger effect; CPE inhibition, % at 10 µM, or IC50 in µM where a hit was titrated; 290,000 compounds, 0.02% hits; in the data active = a potency from the dose series; inconclusive = CPE inhibition mostly from about 3.7% at the one dose, without a potency; inactive = the rest, 99 in 100 with CPE inhibition below about 2.2%; note: strong numbers were not always called active
# Salmonella PhoP GFP: inhibitors of PhoP regulon expression, primary screen, Salmonella Typhimurium, GFP reporter (AID 1863); S. Typhimurium PhoP-regulated promoter GFP reporter, 4 h; higher % means a stronger effect; one-dose inhibition, % at 50 µM; IC50 in µM for titrated hits; 300,000 compounds, 0.16% hits;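 active = inhibition over 29.93%, a cutoff 3 SD above the screen mean, later confirmed by dose response; inconclusive = inhibition over 29.93% but no dose response follow-up; inactive = inhibition at most 29.93% or unconfirmed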;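 note: 0% = low Mg2+ inducing control and 100% = high Mg2+ repressing control; strong numbers were not always called active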
# T cell HTS: T cell immune modulators affecting CD8 T cell-vesicle binding; calls only at 7 µM; 2C CD8+ T cell-vesicle binding, flow cytometry; active compounds read low; 330,000 compounds, 0.068% hits;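 active = response, share of CD8 T cells binding vesicles, and their 90th percentile fluorescence all below set limits, cut at about 80% in these data, passing the limit was not always enough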
#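 Benchmarks: naked versus QL9-loaded vesicles / Assay system: purified 2C TCR transgenic mouse naive CD8+ T cells / Technique: high-throughput flow cytometry with anti-B7-1 and anti-CD8 staining / Timing: Cell–vesicle co-incubation 1.5 h at 37 °C, staining 20 min on ice / Read-out: percent CD8+ FL2 mean versus row control / Probe or stimulus: QL9-loaded Drosophila micro-vesicles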
# SV40 large T antigen: SV40 large T antigen inhibitors, biochemical (AID 1903); SV40 large T antigen ATPase/helicase inhibition assay; higher % means a stronger effect; inhibition, % at 20 µM, or IC50 in µM where a hit was titrated; 310,000 compounds, 0.39% hits; in the data active = a potency from the dose series; inconclusive = inhibition mostly from about 32% at the one dose, without a potency; inactive = the rest, 99 in 100 with inhibition below about 32%; note: strong numbers were not always called active
# WT yeast gro inh: growth inhibition of WT yeast, mitochondrial fusion screen. 190,000 compounds, 2.1% hits. inhibition, % at 10 µM. mitochondrial fusion phenotypic screen, WT strain; in the data active = inhibition above about 58%; tested in S. cerevisiae
# Rac1 GTP hydrolysis: MgcRacGAP GTPase-activating activity inhibitors, confirmation, biochemical, ADP Hunter fluorescence; MgcRacGAP-stimulated Rac1 GTP hydrolysis, ADP Hunter fluorescence; higher % means a stronger effect; GST-tagged Rac1 F28L mutant substrate; 340,000 compounds, 0.6% hits; one-dose inhibition, % at 30 µM; IC50 in µM for titrated hits;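 active = first-screen hits whose inhibition reached a set limit at any dose in the follow-up dose series; inconclusive = inhibition above the set first-screen limit but never retested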;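 note: fluorescence reports GDP produced by GAP-driven GTP hydrolysis; strong numbers were not always called active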
# b-catenin transl: modulators of beta-catenin nuclear translocation | HeLa beta-catenin nuclear translocation, immunofluorescence imaging | nuclear translocation activity, % at 5 µM | 190,000 compounds, 0.3% hits;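 active = nuclear translocation activity above 50% at 5 µM, with a well cell count of 50 or more; inconclusive = wells under 50 cells across six images, flagged as toxic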;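 note: per-cell ratio of nuclear to cytoplasmic median beta-catenin stain intensity; plate controls were DMSO negative control for no effect and GSK-3 inhibitor IX positive control for full effect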
#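 Signal – beta-catenin immunofluorescence imaging with DAPI · Test system – human HeLa cell line · Dosing – 5 µM primary single dose, 0.1% DMSO, 0.02–20 µM confirmation series · Measure – % activation, nuclear-to-cytoplasmic median beta-catenin signal ratio per cell · Incubation – 24 h compound exposure at 37°C, 5% CO2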
# WT yeast gro inh mutant strain: second read-out of WT yeast gro inh, no call of its own (marks repeat the call); inhibition, %; mitochondrial fusion phenotypic screen, mutant strain inhibition
# b-catenin transl cell count 5 µM: further read-out of b-catenin transl, marked with its call; cell count; measured here: cell count, cytotoxicity flag
# T cell HTS vesicle-bound %: second read-out of T cell HTS, no call of its own (marks repeat the call); double positive events, %; measured here: CD8+ vesicle-bound cell fraction;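 binding gate set so that unloaded-vesicle control wells show 10% double positive cells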
# Myeloid diff MLP GFP+ MAC1+ %: recorded beside Myeloid diff MLP, whose call it bears; GFP+ MAC1+ double positive, %; measured here: differentiation confirmed by MAC1 staining
# An asterisk follows results filed as active; i = inactive; ? = inconclusive; . = not tested or not shown; + = active, no number. Rows are unselected; any-hit rate near 3.6%.
SMILES,RSV antiviral HEp-2,Myeloid diff MLP,Myeloid diff MLP GFP+ MAC1+ %,West Nile antiviral,Salmonella PhoP GFP,T cell HTS,T cell HTS vesicle-bound %,SV40 large T antigen,WT yeast gro inh,WT yeast gro inh mutant strain,Rac1 GTP hydrolysis,b-catenin transl,b-catenin transl cell count 5 µM
CC(=O)NC(NC(=S)Nc1ccccc1Br)C(Cl)(Cl)Cl (stereo unspecified),-0.2%,i,0.2,-0.1%,-8%,i,38,3%,0,10,4%,-0.4,1096
O=C(NCCc1ccccc1)C(=O)NC1CCCCC1,0.2%,i,2.6,1.8%,17%,i,11,-4%,5,-2,0%,2.6,1181
Cc1ccc(C)c(N2CCN(C(=O)C34CC5CC(C3)CC(n3nnc(C)n3)(C5)C4)CC2)c1,6.6%,i,1.0,1.3%,-9%,i,28,-4%,.,.,0%,-0.3,1252
Cc1ccc(C)c(OCC(=O)Nc2cccc(S(=O)(=O)NC3=NCCCCC3)c2)c1,4.4%,?,.,0.0%,11%,i,10,16%,.,.,8%,.,.
O=C(CCn1c(=S)oc2ccccc21)Nc1ccc(F)cc1,4.9%,i,0.1,0.0%,14%,i,52,4%,-15,-3,11%,-1.9,1089
Cn1c(=O)c2c(n(C)c1=O)=NC1(CCCCC1)N=2,1.5%,i,1.0,0.3%,-7%,i,61,0%,-9,6,6%,.,.
Cc1onc(-c2ccccc2Cl)c1C(=O)N1C=CC(C(F)(F)F)=NCC1,0.3%,i,1.1,1.1%,-8%,i,37,2%,14,13,7%,-2.5,1100
CC1CN(C(=O)c2cccc(S(=O)(=O)Nc3cc(Cl)ccc3Cl)c2)CC(C)O1 (stereo unspecified),0.2%,i,0.2,0.2%,3%,i,27,8%,-15,6,5%,-0.3,1076
CCCCn1c(O)c(C=NCCCN(C)C)c(=O)[nH]c1=O,.,i,0.6,0.3%,7%,i,26,-3%,8,-13,11%,-0.5,835
O=[N+]([O-])c1cccc(-c2nc(-c3ccncc3)no2)c1,4.9%,+,4.7*,.,23%,i,58,6%,28,15,-2%,-1.0,1400
CCOC(=O)C(NC(C)=O)C(=O)Nc1ccc(C(C)(C)C)cc1 (stereo unspecified),2.1%,i,0.1,0.3%,-12%,i,56,3%,-14,-7,15%,-0.5,1498
O=C(NNS(=O)(=O)c1ccccc1)c1ccncc1,1.4%,i,0.9,-0.4%,-10%,i,19,-1%,-9,17,5%,-1.0,1224
Cc1onc(-c2ccccc2Cl)c1C(=O)NCc1ccc(F)cc1,1.2%,i,0.8,-1.3%,9%,i,62,3%,.,.,14%,.,.
CCc1nc2ccc(C(=O)N3CCN(c4ccc([N+](=O)[O-])cc4)CC3)cc2nc1CC,?,i,6.6,-0.6%,-4%,i,25,14%,.,.,-2%,.,.
COc1ccccc1NC(=O)CN1CCCCC1,-0.1%,i,0.5,0.1%,21%,i,30,2%,-13,-9,5%,-0.5,1144
CCCCCOc1ccc(/C=C/C(=O)NCCc2nc3ccccc3[nH]2)cc1OC,1.2%,i,0.8,0.2%,1%,i,45,20%,-10,-4,9%,1.2,1093
CC(C)C[C@@H](C(=O)O)N(Cc1cccc(CN([C@@H](CC(C)C)C(=O)O)S(C)(=O)=O)c1)S(C)(=O)=O,-1.1%,i,0.7,0.8%,7%,i,16,9%,.,.,9%,.,.
COc1ccc(CNC(=S)N/N=C(/C)c2ccccc2)cc1,6.8%,i,0.4,-0.1%,2%,i,21,13%,.,.,.,0.1,1293
CCOC(=O)c1c(-c2ccccc2)csc1NC(=O)/C(C#N)=C/c1ccc(O)c(OC)c1,4.5%,+,8.7*,1.0%,-6%,i,58,17%,13,-22,10%,-1.0,1116
CN(C)CCNC(=O)C(=O)NCC1OCCN1S(=O)(=O)c1cc(F)ccc1F (stereo unspecified),0.2%,i,0.0,0.0%,3%,i,21,5%,.,.,12%,.,.
COc1cccc(NC(=O)Nc2ccncc2)c1,0.9%,i,0.2,-0.2%,8%,i,57,1%,2,9,1%,-0.3,975
O=C(NCC1(c2ccccc2)CCCC1)c1ccc(Br)cc1,2.1%,i,1.0,-1.2%,-2%,i,12,6%,15,15,-8%,-1.1,1058
Cc1cc(C)cc(OCC(=O)OCC(=O)Nc2c(C)n(C)n(-c3ccccc3)c2=O)c1,0.2%,i,1.0,0.3%,-6%,i,37,15%,-10,5,3%,-1.5,1008
COc1ccc(NC(=O)CCN2CCN(c3ccccc3F)CC2)c(OC)c1,1.0%,i,0.4,1.3%,1%,i,60,17%,.,.,10%,.,.
O=C(O)c1ccc(Sc2nnnn2-c2ccccc2)c([N+](=O)[O-])c1,2.5%,i,1.2,0.8%,23%,i,47,-1%,-1,4,11%,2.4,1439

# The final 6 entries of the part above come first, to join the parts:
SMILES,RSV antiviral HEp-2,Myeloid diff MLP,Myeloid diff MLP GFP+ MAC1+ %,West Nile antiviral,Salmonella PhoP GFP,T cell HTS,T cell HTS vesicle-bound %,SV40 large T antigen,WT yeast gro inh,WT yeast gro inh mutant strain,Rac1 GTP hydrolysis,b-catenin transl,b-catenin transl cell count 5 µM
CN(C)CCNC(=O)C(=O)NCC1OCCN1S(=O)(=O)c1cc(F)ccc1F (stereo unspecified),0.2%,i,0.0,0.0%,3%,i,21,5%,.,.,12%,.,.
COc1cccc(NC(=O)Nc2ccncc2)c1,0.9%,i,0.2,-0.2%,8%,i,57,1%,2,9,1%,-0.3,975
O=C(NCC1(c2ccccc2)CCCC1)c1ccc(Br)cc1,2.1%,i,1.0,-1.2%,-2%,i,12,6%,15,15,-8%,-1.1,1058
Cc1cc(C)cc(OCC(=O)OCC(=O)Nc2c(C)n(C)n(-c3ccccc3)c2=O)c1,0.2%,i,1.0,0.3%,-6%,i,37,15%,-10,5,3%,-1.5,1008
COc1ccc(NC(=O)CCN2CCN(c3ccccc3F)CC2)c(OC)c1,1.0%,i,0.4,1.3%,1%,i,60,17%,.,.,10%,.,.
O=C(O)c1ccc(Sc2nnnn2-c2ccccc2)c([N+](=O)[O-])c1,2.5%,i,1.2,0.8%,23%,i,47,-1%,-1,4,11%,2.4,1439
O=C(NCCC1=CCCCC1)C1CCN(c2nnc(-n3cccc3)s2)CC1,3.0%,i,4.3,-0.6%,0%,i,35,10%,10,7,17%,-2.7,1225
Oc1ccc(-c2[nH]ncc2-c2nc3ccccc3s2)c(O)c1,1.8%,i,0.4,0.6%,5%,i,51,8%,2,-2,14%,2.4,1157
O=C(O)c1cccnc1SC1CC(=O)N(c2ccc(OC(F)F)cc2)C1=O (stereo unspecified),-0.8%,i,0.4,0.5%,-8%,i,36,13%,.,.,11%,0.8,1319
COc1cccc(-c2cc(N)nn2C(=O)Nc2ccc(Cl)cc2)c1,1.3%,i,2.1,-0.3%,9%,i,14,10%,46,7,9%,2.4,1078
Cc1cccc(Nc2nc(-c3ccc(F)c(C)c3)cs2)n1,?,i,0.3,0.1%,8%,i,60,9%,.,.,6%,.,.
CS(=O)(=O)c1ccc(Cl)c(NC(=O)COC(=O)/C=C/c2cnc3ccccc3n2)c1,1.3%,i,0.3,0.2%,-4%,i,28,9%,.,.,8%,1.1,1314
CCOC(=O)NC(NC(=S)Nc1ccccc1OC)C(Cl)(Cl)Cl (stereo unspecified),0.8%,i,0.9,-0.7%,2%,i,25,1%,-2,1,-10%,1.3,897
COc1ccc(NC(=O)NNC(=O)c2ccc3ccccc3c2)cc1OC,-0.6%,i,0.6,-0.5%,-4%,i,69,5%,.,.,3%,.,.
O=c1cc(-c2ccccc2Cl)oc2ccc([N+](=O)[O-])c(O)c12,5.8%,i,1.9,-0.6%,-16%,i,29,5%,64*,45*,-1%,-1.5,451
O=C(COC(=O)C1CCN(c2ccc(C(F)(F)F)cn2)CC1)c1ccc(Cl)cc1,2.4%,i,0.4,.,1%,i,47,15%,.,.,4%,.,.
O=[N+]([O-])c1ccc(-c2nc(=S)c3c(o2)CCCC3)cc1,0.5%,i,0.8,0.5%,-5%,i,43,5%,2,-9,4%,-0.5,1022
CCOc1ccc(S(=O)(=O)N(C)c2ccc(OCC(=O)N3CCOCC3)cc2)cc1,1.1%,i,0.8,-0.2%,-11%,i,22,3%,12,10,5%,.,.
COc1ccc(CCNC(=O)CCCc2nnc3n(C)c(=O)c4sccc4n23)cc1OC,-1.0%,i,2.1,-0.6%,7%,i,22,-19%,.,.,-2%,.,.
N#Cc1ccccc1Sc1ccccc1C(=O)Nc1ccccc1,2.8%,i,2.1,0.1%,-10%,i,29,8%,12,36,9%,-1.7,1376
COc1ccc2sc(-c3ccccc3OC)c(C#CC(C)(C)O)c2c1,11%,i,2.0,.,.,i,50,.,.,.,4%,.,.
CC(=O)N1CCN(C(=O)c2ccc(NS(=O)(=O)c3ccc4[nH]c(=O)[nH]c4c3)cc2)CC1,-1.3%,i,0.3,.,-3%,i,6,11%,.,.,11%,.,.
O=C(Oc1ccc2c(=O)c(Cl)coc2c1)c1ccncc1,-1.0%,i,1.9,0.4%,-12%,i,36,10%,2,8,5%,-3.1,934
COc1cccc(OC)c1C(=O)N1CCN(c2ccccn2)CC1,0.7%,i,7.6,0.1%,-1%,i,30,3%,5,10,7%,-5.0,1185
CN(Cc1nc(Cc2ccccc2F)no1)[C@@H]1CS(=O)(=O)C[C@H]1O,-0.7%,i,0.1,1.9%,-3%,i,52,11%,-1,2,3%,1.0,962
Cc1ccc(C(=O)C2=C(O)C(=O)N(Cc3ccccc3)C2c2cccnc2)o1 (stereo unspecified),1.5%,i,7.8,0.0%,2%,i,24,22%,0,-9,11%,-0.4,1087
COC(=O)C1=C(C)N(c2ccc(C)c(C)c2)/C(=C/c2ccc(O)cc2)C1=O,?,i,0.4,0.1%,-1%,i,57,7%,6,8,3%,0.4,1120
